G9a inh: inhibitors of human histone lysine methyltransferase G9a. G9a H3K9 monomethylation, AlphaScreen, 2 h. hit rate 8.8% among 350,000. Potency, µM (top dose mostly 102 µM), without a hit: at the top dose activity, negative = inhibition, actives largely listed as inhibitors. AID 504332; note: % is set by controls: 0 for no effect and ±100 for the full control effect; nearly all actives have a fitted effect of over 75% in size
Target sequence (Q96KQ7 913-1193 limits assumed): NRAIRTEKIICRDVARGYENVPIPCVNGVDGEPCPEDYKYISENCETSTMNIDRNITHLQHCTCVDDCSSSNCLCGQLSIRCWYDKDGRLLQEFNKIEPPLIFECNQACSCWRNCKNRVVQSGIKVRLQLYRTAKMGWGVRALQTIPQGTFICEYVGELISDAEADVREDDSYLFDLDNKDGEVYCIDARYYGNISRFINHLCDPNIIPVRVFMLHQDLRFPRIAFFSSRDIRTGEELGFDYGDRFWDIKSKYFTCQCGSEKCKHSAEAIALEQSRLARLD
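Compounds were preincubated with 20 nM G9a for 15 min, after which biotinylated H3K9 peptide (500 nM) and SAM (20 uM) started a 2 h room-temperature reaction. Monomethylated product was quantified by antibody-based AlphaScreen chemiluminescence.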
Apoferritin bind: candidate novel general anesthetic via apoferritin binding; apoferritin/1-aminoanthracene competitive binding, fluorescence; hit rate 0.074% among 350,000; AID 485281; Potency, µM (titrated, usually from 77.5 µM), without a hit: at the top dose activity change, negative = displacement, hits mostly inhibitors; P02791; note: % is set by controls: 0 for no effect and ±100 for the full control effect; nearly all actives have a fitted effect of over 20% in size
Target sequence (P02791 2-175 limits assumed): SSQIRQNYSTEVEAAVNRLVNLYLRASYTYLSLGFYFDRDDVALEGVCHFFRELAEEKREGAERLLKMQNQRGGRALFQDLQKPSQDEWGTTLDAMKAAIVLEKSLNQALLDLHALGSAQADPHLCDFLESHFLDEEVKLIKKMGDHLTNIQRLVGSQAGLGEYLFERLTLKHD
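Concentration-response curves derived by four-parameter Hill fitting of normalized fluorescence, where compounds displaced 1-AMA from 10 uM horse apoferritin following a brief 10 min room-temperature incubation; propofol titration acted as positive control.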
Pol iota inh: inhibitors of human DNA polymerase iota | Q9UNA4 | Pol iota fluorescent replication assay, 10 min | Potency, µM (highest dose often 115 µM), without a hit: top-dose activity, negative = inhibition, usual class: inhibitors | hit rate 1% among 390,000 | AID 588590
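Fluorescent replication assay read twice, at 0 min and 10 min after adding 50 nM (final) substrate. Enzyme (10 nM) and compounds were first incubated 15 min at room temperature; enzyme-free buffer wells were negative controls.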
BAZ2B inh: inhibitors of human BAZ2B bromodomain. Q9UIF8. AlphaScreen BAZ2B-H3K14Ac peptide displacement. Potency, µM (top dose mostly 114 µM), for the others: at the highest dose activity change, negative = inhibition, hits mostly inhibitors. hit rate 4.4% among 360,000; note: % is set by controls: 0 for no effect and ±100 for the full control effect; nearly all actives have a fitted effect of over 60% in size
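In this displacement format the biotinylated H3(5-23) peptide acetylated at Lys14 serves as ligand at 50 nM, with BAZ2B at 50 nM in PBS pH 7.4 containing 0.01% Tween-20. Donor and acceptor beads are 10 ug/mL final.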
BLM inh: inhibitors of human Bloom syndrome helicase BLM | P54132 | recombinant BLM DNA unwinding, fluorescence dequenching | Potency, µM (titrated, usually from 56.1 µM), inactives show top-dose activity change, negative = inhibition, most hits filed as inhibitors | hit rate 0.2% among 350,000 | AID 2528;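 note: plate controls were vehicle for no effect and no enzyme for full effect; nearly all actives have a fitted effect of over 35% in size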
POLH inh: inhibitors of human DNA polymerase eta; hit rate 1.2% among 390,000; Potency, µM (top dose mostly 114 µM), for the others: at the top dose activity change, negative = inhibition, hits mostly inhibitors; Q9Y253; recombinant Pol eta, fluorescent DNA replication assay; note: % is set by controls: 0 for no effect and ±100 for the full control effect
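Fluorescent replication assay: 50 nM final substrate added after a 15 min room-temperature compound preincubation with 10 nM enzyme. Signal taken at 0 min and again at 10 min.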
Pol beta inh: inhibitors of human DNA polymerase beta; Pol beta primer extension/strand displacement, fluorescence kinetic; Potency, µM (titrated, usually from 114 µM), for the others: at the highest dose activity change, negative = inhibition, most hits filed as inhibitors; hit rate 1.3% among 340,000; P06746; note: % is set by controls: 0 for no effect and ±100 for the full control effect
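Values derive from four-parameter Hill fits of normalized kinetic data: reads at 0 and 10 min following addition of 50 nM substrate to 10 nM Pol beta preincubated 15 min with compound.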
POLK inh: DNA polymerase kappa (human) inhibition; purified Pol kappa, fluorescent DNA synthesis assay, 10 min; hit rate 0.53% among 400,000; AID 588579; Q9UBT6; Potency, µM (series often up to 107 µM), for the others: at the top dose activity, negative = inhibition, most hits filed as inhibitors; note: % is set by controls: 0 for no effect and ±100 for the full control effect
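50 nM final substrate added after 15 min RT preincubation of 10 nM Pol kappa with compound; fluorescence read at 0 and 10 min.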
APEX1 inh: blocks human APE1 abasic DNA cleavage | recombinant APE1, TAMRA/BHQ-2 abasic DNA cleavage fluorescence | Potency, µM (series often up to 65.8 µM), for the others: top-dose activity change, negative = inhibition, hits mostly inhibitors | hit rate 0.35% among 350,000;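 note: plate controls were vehicle for no effect and reference inhibitor for full effect; nearly all actives have a fitted effect of over 55% in size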
Target sequence (P27695 whole entry, looked up): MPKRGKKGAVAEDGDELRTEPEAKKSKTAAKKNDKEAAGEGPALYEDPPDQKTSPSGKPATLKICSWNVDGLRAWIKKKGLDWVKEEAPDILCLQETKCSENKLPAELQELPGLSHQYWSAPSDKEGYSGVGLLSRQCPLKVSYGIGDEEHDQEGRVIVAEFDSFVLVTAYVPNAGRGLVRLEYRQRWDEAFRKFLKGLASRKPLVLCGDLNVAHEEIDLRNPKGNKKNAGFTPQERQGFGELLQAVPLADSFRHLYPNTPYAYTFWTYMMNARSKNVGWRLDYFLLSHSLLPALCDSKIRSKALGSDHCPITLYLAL
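Substrate: short duplex with […] THF abasic site, 5'-TAMRA and 3'-BHQ-2, 50 nM final. APE1 at 0.75 nM, preincubated 15 min RT with compound. Fluorescence increase from first to third read measured activity.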
Active calls of the source: *; ? = inconclusive; nt = no result given; [ ] = another dose, or the depositor's remark. Calls come from the whole dose curve; as a rule, active = well fitted curve in the direction sought with a large enough effect; inconclusive = small, poorly fitted or top-dose-only effect, or another doubt; inactive = no such curve, though single readings can be large; an effect the other way counts as inactive or inconclusive. Potency is the fitted concentration of half-maximal effect. These rows are one share of the data; the hit share may differ from the screen's.

SMILES | G9a inh | Apoferritin bind | Pol iota inh | BAZ2B inh | BLM inh | POLH inh | Pol beta inh | POLK inh | APEX1 inh
O=C(/C=C/c1cn(-c2ccccc2)nc1-c1cccnc1)N1CCCCC1 | 0% | -17% | 33%[activator] | -20% | 3% | -12% | -19% | 2% | -1%
CCN(CC)CCCNC(=O)CSc1nc2nc(C)c(Cc3ccccc3C)c(C)n2n1 | 1%[59 µM] | -4% | 34% | 0% | -6% | -10% | 10% | 10% | nt
CN(C)Cc1c(C(=O)N/N=C/c2cccc(OCc3ccc(F)cc3)c2)nnn1-c1nonc1N | 29% | 2% | 162%[activator] | -17% | -3% | -11% | 41% | -2% | -6%
Cc1nnc(SCSc2nnc(C)s2)s1 | -14% | -9% | -8% | 15% | -3% | -15% | 30% | -2% | 0%
O=C(c1ccc(C(F)(F)F)cc1)N1CCC(=O)N(C(COCc2ccc(Cl)cc2)Cc2ccccc2)CC1 (configuration not stated) | -9% | 3% | -2% | 0% | -11% | -13% | 0% | 5% | 3%
c1ccc(NCc2cccc3ccccc23)nc1 | nt | ? | -8% | -17% | -3% | -24% | 25% | -12% | -10%
c1ccc(-n2ncc3c2ncn2nnnc32)cc1 | ? | -8% | 3% | -36% | -1% | 7% | 2% | -3% | 9%
Cc1cccc(N(C(=O)c2snc(C(N)=O)c2N)C(C(=O)NCC2CCCO2)c2ccc(N(C)C)cc2)c1 (configuration not stated) | 0% | -2% | 67%[activator] | -29% | -3% | -8% | -15% | -6% | 14%
COc1c2ccc(OCC/C(C)=C/C(=O)C=C(C)C)cc2nc2occc12 | nt | nt | ? | nt | nt | 45µM* | nt | -22% | 25%
CC(=O)NNC(=O)C(O)(c1ccccc1)c1ccccc1 | 77%[activator][59 µM] | -9% | 11% | -6% | 1% | -6% | 32% | -3% | -1%
CCCC(=O)NC(Nc1cccc(C(F)(F)F)c1)C(Cl)(Cl)Cl (configuration not stated) | -3%[0.0925 µM] | ? | ? | -3% | -6% | -9% | 34% | -4% | 1%
Cc1cc(N2CCN(C)CC2)nc2ccc(NC(=S)NCCC(C)C)cc12 | 50µM* | -13% | -20% | ? | 3% | -12% | 86% | -16% | 9%
CCCC(=O)c1ccc(N2CCN(C(=O)c3ccccc3Br)CC2)c(F)c1 | -7%[12.7 µM] | -7% | 15% | -4% | -7% | -22% | -10% | -5% | -7%
N#CC1=C(N)OC2=C(C(=O)CCC2)C1c1cccs1 (configuration not stated) | -3% | -3% | 14% | -2% | -4% | 13% | 0% | 0% | 0%
Cc1ccc2c(=O)cc(CSCC(=O)Nc3nnc(C)s3)[nH]c2c1 | 2%[59 µM] | -12% | ? | 2% | -3% | 4% | 4% | 1%[60.1 µM] | nt

Single records, as listed above.
Entry for CC(=O)NNC(=O)C(O)(c1ccccc1)c1ccccc1 → G9a inh: 77%[activator][59 µM]; Apoferritin bind: -9%; Pol iota inh: 11%; BAZ2B inh: -6%; BLM inh: 1%; POLH inh: -6%; Pol beta inh: 32%; POLK inh: -3%; APEX1 inh: -1%
Entry for Cc1nnc(SCSc2nnc(C)s2)s1 → G9a inh: -14%; Apoferritin bind: -9%; Pol iota inh: -8%; BAZ2B inh: 15%; BLM inh: -3%; POLH inh: -15%; Pol beta inh: 30%; POLK inh: -2%; APEX1 inh: 0%
Entry for Cc1cccc(N(C(=O)c2snc(C(N)=O)c2N)C(C(=O)NCC2CCCO2)c2ccc(N(C)C)cc2)c1 (configuration not stated) → G9a inh: 0%; Apoferritin bind: -2%; Pol iota inh: 67%[activator]; BAZ2B inh: -29%; BLM inh: -3%; POLH inh: -8%; Pol beta inh: -15%; POLK inh: -6%; APEX1 inh: 14%

The results go on.
SMILES | G9a inh | Apoferritin bind | Pol iota inh | BAZ2B inh | BLM inh | POLH inh | Pol beta inh | POLK inh | APEX1 inh
C=CCN(c1ccccc1)S(=O)(=O)c1cccc(C(=O)NCC(c2cccs2)N2CCOCC2)c1 (configuration not stated) | 5%[0.501 µM] | nt | 16% | -2% | nt | -3% | nt | -6% | -11%
COc1ccc(S(=O)(=O)N(C)C)cc1NC(=O)CSc1nc(N)cc(N)n1 | 6% | 3% | 21% | -14% | -5% | -21% | -16% | 8% | -1%
CC(OC(=O)c1ccc2c(c1)OCCO2)C(=O)NC1CCCCC1C (configuration not stated) | -2% | nt | 12% | -13% | nt | -3% | nt | 5% | 0%
Cc1ccc(C)c(Cn2cnc3c(nnn3-c3ccc(F)cc3)c2=O)c1 | 18%[2.33 µM] | -13% | -6%[58.9 µM] | -4% | 1% | -4% | 33% | -16% | -4%
CC1(C)CC(=O)c2sc(NC(=O)c3cccs3)nc2C1 | -12%[59 µM] | 1% | 6% | -2% | 0% | 8% | 20% | -3% | 5%
COC(=O)CC1C(C)(C)C(OC(C)=O)C2CC3C4CC(=O)OC(c5ccoc5)[C@]4(C)CCC3[C@@]1(C)C2=O (some centres not stated) | -42%[2.33 µM] | -5% | nt | nt | 5% | nt | nt | -10%[60.1 µM] | -7%
COC(=O)C1=C(C)NC(C)=C(C(=O)OC)C1c1ccc(NC(C)=O)cc1 | -3%[59 µM] | 13% | 29% | ? | 0% | 0% | 14% | -2% | 15%
Cc1c(Cl)cccc1NC(=S)N1CCN(Cc2ccc3c(c2)OCO3)CC1 | 5% | -8% | ? | -1% | 3% | -9% | -18% | -16% | 2%
COc1cc2cc(C(=O)N3CCOCC3)cc(-c3ccc(C)cc3)c2cc1OC | ? | -12% | -16% | -18% | -3% | -10% | 0% | -17% | -9%
COc1ccc(CN(CC2CCC(C(=O)O)CC2)C(=S)Nc2ccccc2OC)cc1 (configuration not stated) | -8% | -4% | 29% | 14% | 5% | -9% | 1% | 16% | 12%
O=C(OCC(=O)N1CCc2ccccc21)c1cccc(S(=O)(=O)N2CCCc3ccccc32)c1 | 10%[59 µM] | -6% | 0% | 1% | -8% | -8% | 3% | -15% | 4%
CCOc1cc(C(=S)N2CCOCC2)ccc1OC(=O)c1cc(OC)c(OC)c(OC)c1 | 4% | -3% | -2% | -18% | -7% | 3% | -3% | 3% | 24%
COc1cc(OC)cc(-c2nnc(NC(=O)CCS(=O)(=O)c3ccc(F)cc3)o2)c1 | -2% | nt | 46%[activator] | 9% | nt | -1% | nt | -25% | 27%
CC(=O)Nc1ccccc1NC(=O)COc1cccc2ccccc12 | nt | -7% | -16% | -5% | -10% | 0% | 21% | -6% | -2%
CC(=O)N1CCN(c2ccccc2NC(=O)c2cc3ccccc3o2)CC1 | nt | -9% | 12% | -8% | 0% | -8% | 11% | -8% | -6%
C[C@@H](N)C(=O)NC[C@H]1CC[C@H](C(=O)N[C@@H](Cc2ccccc2)C(=O)O)CC1 | 0% | 4% | 3% | 0% | -2% | 8% | 17% | -12% | 19%
O=C(N/N=C/c1cccc([N+](=O)[O-])c1O)C(O)(c1ccccc1)c1ccccc1 | nt | -18% | 17% | -28% | -3% | -15% | 4% | 5% | -2%
CCc1nnc(NC(=O)CCC(=O)NCc2ccccc2OC)s1 | 26%[0.0925 µM] | -6% | 15% | -2% | -3% | -7% | 1% | -17% | 5%
CN(CC(=O)Nc1ccc(OC(F)(F)F)cc1)C(=O)Cc1cccs1 | nt | nt | -4% | nt | nt | -16% | nt | -7% | -17%
CCOC(=O)C1=C(CN2CCN(c3cc(C)ccc3C)CC2)NC(=O)NC1c1ccccc1 (configuration not stated) | ? | -6% | 10% | -33% | -11% | ? | 0% | -12% | nt
O=C(Nc1ccc(Cl)cc1)/C(=C1\CCCN1)[N+](=O)[O-] | -5% | -10% | 26% | 3% | -1% | -16% | 80% | 2% | 2%
O=C(O)C12CC3CC(C1)CC(n1ncc(NCc4ccccc4)c(Cl)c1=O)(C3)C2 | -33% | -13% | 34%[activator] | 8% | -2% | -6% | -1% | -3% | -2%
COc1cc2c(cc1NC(=O)C(C)Oc1ccc(Cl)cc1Cl)oc1ccccc12 (configuration not stated) | ? | 3% | -2% | 1% | -4% | 3% | 33% | 3% | nt
CCC(=O)/C(=C(/O)c1ccccc1)c1nc2ccccc2[nH]1 | -4% | 1% | 28% | -13% | -7% | -4% | 4% | -22% | 1%
CCn1cc2nc(SCc3cccc(Cl)c3)n(Cc3ccc(C)cc3)c(=O)c2n1 | -2%[59 µM] | 86%[activator] | 33%[activator] | 3% | -14% | -19% | 4% | 6% | nt
Cc1cc(Cn2nc(C(=O)NCc3cccs3)cc2-c2ccccc2)on1 | -2%[2.33 µM] | nt | 3% | -3% | nt | -4% | nt | 7% | 29%
Cc1cc(C(=O)CSc2nc3ccc(Cl)cc3[nH]2)c(C)n1CC1CCCO1 (configuration not stated) | 45µM* | ? | -2% | ? | -9% | -1% | 1% | -5% | -2%
N#CC1(NC(=O)COC(=O)Cc2n[nH]c(=O)c3ccccc23)CCCCC1 | ? | nt | 12% | 11% | nt | -10% | nt | -8% | 3%
CCCC(=O)Nc1cnc(NC(=O)c2cccc(F)c2)cc1C | -39%[59 µM] | -4% | 33%[activator] | -3% | -2% | -17% | -3% | -2% | 0%
Cn1c(=O)c2[nH]c(N/N=C(/C#N)C(N)=O)nc2n(C)c1=O | 14µM* | -3% | -11% | ? | -2% | -2% | 17% | -8% | 7%
Cn1c(/C(C#N)=C/c2ccc(C(F)(F)F)cc2)nc2ccccc21 | 28%[59 µM] | -9% | ? | 37% | -8% | nt | 1% | 3% | nt
O=C(NNC(=O)C1CCN(C(=O)Nc2ccccc2)CC1)c1ccc([N+](=O)[O-])cc1 | 21%[12.7 µM] | nt | 0% | -5% | nt | 1% | nt | -7% | -7%
Cc1ccc(N2C(=O)SC(N(CC(=O)O)c3cccc(C)c3)C2=O)cc1 (configuration not stated) | ? | -23% | -23% | -15% | -5% | -1% | 3% | -33% | -3%
Cc1ccccc1C(=O)NNC(=O)CSc1nnc(C)n1-c1ccccc1 | 17%[59 µM] | -3% | 48%[activator] | 1% | 2% | -19% | 10% | 8% | 1%
Cc1cc(N)ccc1S(C)(=O)=O | 2%[59 µM] | 1% | 4% | -20% | -3% | -10% | -9% | 0% | 4%
COC(=O)C(Cc1ccccc1)N1CCS(=O)(=O)CC1 (configuration not stated) | 23% | -4% | 38%[activator] | -1% | -2% | -3% | 22% | -8% | -6%

Screening results deposited in PubChem by National Center for Advancing Translational Sciences (NCATS).
